# Mito fusion act = mitochondrial division inhibition or fusion activation. Potency, µM (highest dose often 46.1 µM), inactives show top-dose growth rescue (activation), actives largely listed as activators. actives 0.23% (n = 320,000). S. cerevisiae fusion-defective mutant growth rescue, CellTiterGlo 48 h;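 further: potency means the concentration at half of the fitted maximal effect; % of control where 0% means no effect; nearly all actives have a fitted effect of over 45% in size; temperature-sensitive fusion mutants such as fzo1-1 at 37 °C on non-fermentable ethanol glycerol medium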
#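 Growth-rescue viability read-out: after 48 h at the non-permissive 37C in glycerol/ethanol YPEG, yeast mitochondrial fusion mutants are measured by CellTiterGlo luminescence; compounds (23 nl pinned per well) restoring growth score as division inhibitors or fusion activators.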
# AT treatment = potential ataxia-telangiectasia treatments restoring KAP-1 phosphorylation; Potency, µM (series often up to 57.5 µM), for inactives: top-dose activation, usual class: activators; […] A-T fibroblasts, KAP-1 phosphorylation AlphaLISA; neocarzinostatin DNA damage 30 min before lysis; AID 485349; actives 0.19% (n = 320,000); further: potency means the concentration at half of the fitted maximal effect; % of control where 0% means no effect; nearly all actives have a fitted effect of over 45% in size
#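 hTERT-immortalized A-T patient fibroblasts ([…]), 500 cells/well in OPTI-MEM, 1% FBS, got compounds for 60 min, then NCS for 30 min at 37C. Lysates were then assayed for phospho-KAP-1 by AlphaLISA (anti-pKAP1 donor, anti-KAP1 acceptor beads), 6 hr at 25C.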
# TSHR antag = blocks TSH signaling through the human TSH receptor; actives 0.2% (n = 330,000); TSHR-expressing cells, TSH-stimulated cAMP HTRF, 2 h; stronger effect = lower value; activity change, negative = inhibition, % at 11.5 µM;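 active means activity change below a set negative limit, meaning inhibition stronger than a set level, cut at about -70% in these data; inconclusive means activity change between two set negative limits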; further: on the % scale 0 is the no-effect control and ±100 the full control effect
#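 Cell-based HTRF cAMP assay; TSHR cells + compound, TSH EC80 (4nM final), 2 h, 37 deg C. Lysis with anti-cAMP cryptate and cAMP-d2, 30 min RT, read 665/620 nm.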
# Integrin act MD = activators of alpha7 integrin expression for muscular dystrophy; alpha7betagal myoblasts, beta-gal FDG fluorescence, 48 h; Potency, µM (series often up to 38.3 µM), inactives show at the highest dose activation, actives largely listed as activators; actives 0.064% (n = 350,000);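 further: potency means the concentration at half of the fitted maximal effect; 100% = response of the positive control SU9516; nearly all actives have a fitted effect of over 60% in size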
#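 alpha7betagal+/- myoblasts (passage 13, 250/well) treated 48 h at 37C with compounds at 1:260 dilution of DMSO stock. Lysed, then beta-galactosidase activity read as FDG fluorescence (ex 480/em 540) after 30 min, with pre-read for autofluorescence.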
# MBNL1 CUG block = inhibitors of human MBNL1 binding to CUG repeat RNA | actives 0.036% (n = 280,000) | Q9NR56 | Potency, µM (titrated, usually from 57.5 µM), without a hit: top-dose activity change, negative = inhibition, actives largely listed as inhibitors | TR-FRET MBNL1-His/biotin-(CUG)12 binding, 665/545 ratio; active means well fitted inhibition curve with a large enough effect in the signal ratio, with a control signal flat, not every such curve was filed as active; inconclusive means small, poorly fitted or top-dose-only effect, or effect the other way, or a change in a side signal; inactive means no such curve, though single readings can be large or run the other way; the % refers to the signal ratio; further: potency means the concentration at half of the fitted maximal effect; on the % scale 0 is the no-effect control and ±100 the full control effect
# Target sequence (Q9NR56 whole entry, looked up): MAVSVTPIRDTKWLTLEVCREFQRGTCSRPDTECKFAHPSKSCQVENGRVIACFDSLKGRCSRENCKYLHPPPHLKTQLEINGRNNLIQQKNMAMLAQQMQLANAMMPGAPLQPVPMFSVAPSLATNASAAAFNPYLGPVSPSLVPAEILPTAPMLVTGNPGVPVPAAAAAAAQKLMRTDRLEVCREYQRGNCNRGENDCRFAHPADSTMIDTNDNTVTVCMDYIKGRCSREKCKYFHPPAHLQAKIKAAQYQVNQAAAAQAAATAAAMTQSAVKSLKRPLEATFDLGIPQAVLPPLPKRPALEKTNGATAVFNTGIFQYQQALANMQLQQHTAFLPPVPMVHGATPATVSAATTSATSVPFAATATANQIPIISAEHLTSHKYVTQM
#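 Compounds (final 92 nM to 58 uM) are added to His-tagged MBNL1 and biotin-(CUG)12, then terbium anti-His antibody and streptavidin-XL665 (5 nM final). After 60 min at room temperature, the 665/545 nm ratio is read.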
# TCR activator = T cell receptor activation; primary human leukocytes, anti-CD3, IL-2 HTRF, 48 h; Potency, µM (titrated, usually from 9.22 µM), without a hit: at the highest dose activation of IL-2 secretion, most hits filed as activators; 330,000 tested, under 10 active; AID 504894; further: % of control where 0% means no effect
#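 Compounds are tested in HTS on primary human leukocytes co-incubated with a-CD3 beads for 48 hr. IL-2 output is measured by time-resolved FRET.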
# TSG101-PTAP inh = blocks PTAP/TSG101 interaction to inhibit HIV-1 budding; Q99816; Fluorescence polarization, FITC-PTAP peptide / Tsg101 binding; Potency, µM (titrated, usually from 115 µM), for the others: top-dose activity change, negative = inhibition, usual class: inhibitors; 340,000 tested, under 10 active; AID 493005; active means well fitted inhibition curve with a large enough effect in the main read-out, with a control signal flat, not every such curve was filed as active; inconclusive means small, poorly fitted or top-dose-only effect, or effect the other way, or a change in a side signal; inactive means no such curve, though single readings can be large or run the other way; further: potency means the concentration at half of the fitted maximal effect; % of control where 0% means no effect
# Target sequence (Q99816 whole entry, looked up): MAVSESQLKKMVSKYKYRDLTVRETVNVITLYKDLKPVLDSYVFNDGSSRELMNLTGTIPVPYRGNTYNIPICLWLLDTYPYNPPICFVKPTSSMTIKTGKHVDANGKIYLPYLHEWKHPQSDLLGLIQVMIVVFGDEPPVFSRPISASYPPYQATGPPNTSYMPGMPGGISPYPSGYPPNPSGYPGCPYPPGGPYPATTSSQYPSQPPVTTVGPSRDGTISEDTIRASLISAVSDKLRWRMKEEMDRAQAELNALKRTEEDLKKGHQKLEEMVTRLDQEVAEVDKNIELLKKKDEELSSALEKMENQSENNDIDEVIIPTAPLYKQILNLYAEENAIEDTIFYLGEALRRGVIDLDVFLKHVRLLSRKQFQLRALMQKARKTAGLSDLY
#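 Tsg101 binding domain (10 uM final) was mixed with compound and a FITC-labeled PTAP peptide (50 nM final) in HEPES pH 7.5 buffer with NaCl, Tween 20, EDTA and TCEP; fluorescence polarization was read after 20 min at r.t.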
# MLL CXXC-DNA inh = blocks binding of human MLL CXXC domain to DNA. Potency, µM (doses to about 115 µM), for inactives: at the top dose activity change, negative = inhibition, usual class: inhibitors. actives 0.037% (n = 290,000). MLL-CXXC / FITC-HOXA9 DNA fluorescence polarization. Q03164; active means well fitted inhibition curve with a large enough effect in the polarisation, with a control signal flat, not every such curve was filed as active; inconclusive means small, poorly fitted or top-dose-only effect, or effect the other way, or a change in a side signal; inactive means no such curve, though single readings can be large or run the other way; the % refers to the polarisation; further: potency means the concentration at half of the fitted maximal effect
#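 Fluorescence polarization: 7 uM MLL-CXXC (stock) preincubated 5 min with compounds, then 50 nM fluorescein-HOX-A9 DNA (stock) added; 30 min ambient. Buffer 50 mM Tris-HCl pH 7.5, 50 mM NaCl, 1 mM DTT, 0.05% BSA.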
# Menin-MLL TR inh = displaces Texas Red mutant MLL peptide from human menin. O00255. actives 0.23% (n = 270,000). Menin + Texas Red MLL mutant peptide, fluorescence polarization. Potency, µM (titrated, usually from 61.6 µM), for the others: at the top dose FP activity change, negative = inhibition, most hits filed as inhibitors; active means well fitted inhibition curve with a large enough effect in the polarisation, with a control signal flat, not every such curve was filed as active; inconclusive means small, poorly fitted or top-dose-only effect, or effect the other way, or a change in a side signal; inactive means no such curve, though single readings can be large or run the other way; the % refers to the polarisation; further: potency means the concentration at half of the fitted maximal effect; % of control where 0% means no effect; many of its hits are not listed in these tables
# ASM inhibitor = inhibitors of human secretory acid sphingomyelinase | P17405 | placental ASM, HMU-PC fluorogenic substrate, 60 min | Potency, µM (titrated, usually from 57.5 µM), inactives show top-dose activity change, negative = inhibition, usual class: inhibitors | actives 0.006% (n = 340,000); further: potency means the concentration at half of the fitted maximal effect
#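 qHTS format. ASM enzyme prepared from human placenta hydrolyses the fluorogenic substrate HMU-PC0 (9 uM final) over 60 min at 37 °C after a 10 min compound preincubation.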
# The depositor's hits bear a star; ? = inconclusive; nt = no result given; [ ] = another dose, or the depositor's remark. Unless noted, the call rests on the fitted dose curve; in most records, active means well fitted curve in the direction sought with a large enough effect; inconclusive means small, poorly fitted or top-dose-only effect, or another doubt; inactive means no such curve, though single readings can be large; an effect the other way counts as inactive or inconclusive.
SMILES,Mito fusion act,AT treatment,TSHR antag,Integrin act MD,MBNL1 CUG block,TCR activator,TSG101-PTAP inh,MLL CXXC-DNA inh,Menin-MLL TR inh,ASM inhibitor
O=C(Nc1ccc(F)cc1)Nc1nnc(-c2ccco2)s1,-2%,4%,-7,34%,5%,11%,-7%,5%,0%,58%[activator]
O=C(CCc1ccccc1)NNC(=S)NCc1ccc(Cl)cc1,-2%,6%,5,2%,-1%,-7%,-2%,0%,0%,2%
CCOc1ccc(Br)cc1S(=O)(=O)N1CCSC1,1%,6%,4,-13%,-6%,nt,0%,-19%,13%,-2%
COc1ccc(CC(=O)N2CCN=C2SC)cc1OC,4%,1%,-1,28%,5%,nt,0%,3%,-12%,-1%
NC(=O)c1ncn([C@@H]2O[C@H](CNS(=O)(=O)c3cc(S(=O)(=O)c4ccccc4)cs3)[C@@H](O)[C@H]2O)n1,nt,nt,nt,12%,nt,3%,3%,nt,nt,2%
COc1ccc(C2N(C(=O)N(C)C)CCN2S(=O)(=O)c2ccc(OC)cc2)cc1 (configuration not stated),-5%,2%,1,-25%,-3%,3%,0%,7%,-20%,2%
COc1cccc(N2C(=NC(=O)c3ccccc3)SC3CS(=O)(=O)CC32)c1 (configuration not stated),7%,-4%,-1,-17%,2%,-3%,1%,7%,36%[activator],-4%
O=C(COC(=O)/C=C/c1ccc([N+](=O)[O-])cc1)NCC1CCCO1 (configuration not stated),4%,-7%,7,5%,?,1%,-4%,-25%,-11%,0%
COc1cc(Cn2c(-c3nonc3N)nc3ccccc32)ccc1C,8%,2%,18,1%,5%,1%,-9%,30%[activator],-13%,-15%
O=[N+]([O-])c1cc(-c2nc3nc4ccccc4nc3n2CCc2ccccc2)cc([N+](=O)[O-])c1,24%,14%,4,0%,7%,1%[46.1 µM],0%,-3%,-4%,11%
CC1(C)C(=O)Nc2ccccc2N1C(=O)COC(=O)Cc1ccccc1F,nt,6%,-11,17%,nt,-1%,-2%,nt,nt,1%
CCOC(=O)C1CCN(C(=S)NC2CC3C=CC2C3)CC1 (configuration not stated),-7%,-8%,14,-19%,5%,0%,1%,-4%,nt,-5%
COc1ccc(NC(=O)C(NC(C)=O)C(=O)NCc2ccccc2Cl)cc1 (configuration not stated),-4%,-2%,1,11%,-1%,4%,-3%,-2%,19%,-3%
CCCN1Cc2cccc(C(=O)N3CCN(c4ccccc4)CC3)c2C1=O,-2%,1%,4,-3%,0%,2%,3%,1%,0%,-1%
Cc1sc(N)nc1C12CC3CC(CC(C3)C1)C2,1%,0%,-8,-11%,-7%,nt,0%,3%,-6%,0%
NS(=O)(=O)c1ccc(CCNC(=O)COC(=O)CCc2c[nH]c3ccccc23)cc1,nt,-8%,-12,?,nt,-3%,-1%,nt,nt,4%
CCNC(=S)NNC(=O)c1cccnc1,-2%,-4%,9,18%,-4%,1%[46.1 µM],-7%,1%,6%,2%
O=C(N/N=C/c1sc(=O)[nH]c1-[n+]1ccccc1)c1ccccc1[O-],-5%,-8%,-10,19%,nt,-1%,-18%,?,nt,-2%
Cc1noc(C)c1COC(=O)c1cccc(S(=O)(=O)N2CCCCCC2)c1,1%,8%,-38,-40%[inhibitor],-14%,0%,-9%,2%,-15%,-1%
CCOc1cc(NC(=S)NCCCN2CCOCC2)c(OCC)cc1NC(=O)c1ccc(OC)cc1,0%,-5%,-12,12%,6%,-3%,-7%,3%,-14%,3%
CC(C)(C)C(=O)NC1CCN(S(=O)(=O)c2ccc(C(F)(F)F)cc2)CC1,-3%,0%,12,7%,-1%,-2%,-7%,-17%,-5%,-1%
O=C(O)/C=C/c1ccc(S(=O)(=O)N(CCO)CCO)cc1,-6%,0%,9,-14%,10%,1%,-7%,0%,0%,-1%
CCOc1ccc(Br)cc1/C=N/O,10%,nt,nt,7%,6%,4%,-14%,1%,1%,-2%
NS(=O)(=O)c1cnccc1Nc1ccc(Cl)c(Cl)c1,-3%,1%,-8,3%,-2%,-1%[46.1 µM],-1%,5%,1%,4%
Cn1nc(-c2ccccc2)c2nc3ccccc3nc21,8%,8%,-6,-26%,1%,0%,?,?,3%,-17%
CCOC(=O)N1CCN(C(=O)c2ccc3c(c2)sc2nc(-c4ccccc4)cn23)CC1,0%,14%,-3,-13%,-3%,-1%,-4%,2%,3%,-8%
COc1ccccc1NC(=O)C(=O)NNS(=O)(=O)c1ccc2ccccc2c1,2%,1%,-1,?,0%,-3%,-4%,0%,nt,-7%
O=C(CCc1ccccc1)NCC1(c2ccccc2)CCCC1,11%,26%,-5,0%,-6%,1%,-7%,-2%,?,-1%
OC(COC1CCCCC1)CN1CCN(c2ccccc2)CC1 (configuration not stated),3%,3%,22,18%[7.66 µM],-3%,1%,-1%,9%,15%,3%
O=C(COC(=O)Cc1cccs1)Nc1ccccc1,-2%,nt,0,8%,-7%,-3%,-1%,-8%,10%,1%
Cn1cc([N+](=O)[O-])c(C(=O)Nc2cc(Oc3ccccc3)cc([N+](=O)[O-])c2)n1,21%,-2%,-26,-39%[inhibitor],nt,-2%[46.1 µM],-2%,-2%,?,-5%
Cc1csc2ncnc(N3CCN(C(=O)Nc4ccc(OC(F)(F)F)cc4)CC3)c12,-13%,8%,-11,-47%[inhibitor],0%,-8%,-3%,-4%,nt,-27%
NC(=O)C1CCN(C(=O)c2cc(S(=O)(=O)N3CCOCC3)ccc2Cl)CC1,0%,0%,11,-15%,-8%,-15%,0%,17%,1%,0%
Nc1ccc(C2(c3ccc(N)cc3)c3ccccc3C(=O)c3ccccc32)cc1,nt,nt,nt,-47%[inhibitor],nt,-5%,-6%,nt,nt,-22%
CC(Oc1ccc(Br)cc1Br)C(=O)Nc1cccnc1Cl (configuration not stated),4%,-3%,-13,5%,-6%,-5%,-3%,3%,nt,21%
CC(C)NC(=O)C1CCN(C(=O)N(C)C)CC1,2%,5%,0,11%,-8%,nt,-5%,7%,1%,1%
CCOc1c(Cl)cc(/C=C/C(=O)N(CC)CC(=O)Nc2ccc(NC(C)=O)cc2)cc1OC,7%,-10%,-2,-12%,nt,1%,-7%,nt,nt,-15%
O=C1N/C(=N\N=C\c2cccs2)SC1Cc1cccc(Cl)c1 (configuration not stated),8%,-13%,-1,-10%,-34%,7%,-1%,-1%,?,0%
COc1ccc2ccccc2c1/C=N\NC(=O)c1cccnc1,nt,nt,nt,-14%,nt,3%,-1%,nt,nt,3%
O=C(COC(=O)c1n[nH]c2ccccc12)Nc1ccccc1,6%,-2%,3,14%,-13%,-1%,1%,-2%,0%,7%
CCOc1cc(CNCCSc2nnnn2C)cc(Br)c1OCc1ccc(F)cc1,6%,0%,4,?,?,5%[46.1 µM],-2%,9%,4%,-3%
CC(=O)Nc1ccc(C(F)(F)F)cc1Cl,-4%,-2%,-5,1%,-4%,-8%,1%,4%,nt,3%
C[C@@H]1CC=C[C@H]2[C@H]1C(=O)N(Cc1ccccc1)[C@H]2c1ccc2ccccc2c1Br,?,0%,-2,-28%,9%,-9%,0%,-4%,nt,-12%
Cc1ccc(CNC(=O)CSc2nc3n[nH]c(C)c3c(=N)n2-c2cccc(C)c2)cc1,9%,nt,-30,20%,-1%,-2%,-1%,-1%,-1%,-18%
Cc1ccc(NC(=O)CN2CCc3cc4c(cc3C2C)OCCCO4)cc1C (configuration not stated),-2%,20%,-6,-46%[inhibitor],-6%,-2%,-2%,2%,nt,-8%
Cc1ccc(S(=O)(=O)N2CCN(CCO)CC2)cc1-c1nnc2c3ccccc3c(C)nn12,nt,nt,nt,-4%,nt,2%,-4%,nt,nt,-1%
O=C(Cc1ccccc1)NC(=S)Nc1cc(C(F)(F)F)ccc1Cl,-5%,5%,-6,-12%,8%,-2%,-5%,17%,-7%,-3%
CCCCN1C(C(=O)Nc2ncccn2)=C(O)c2ccccc2S1(=O)=O,-6%,-6%,-5,5%,0%,3%,-4%,8%,-1%,-3%
CC1CC(=O)Nc2ccccc2N1C(=O)COc1ccc2ccccc2c1 (configuration not stated),nt,-1%,8,2%,nt,-1%[46.1 µM],-4%,nt,nt,0%
FC(F)(F)c1cc(CCN2C(=S)NC[C@@H]2CC2CCCCC2)cc(C(F)(F)F)c1,-80%[inhibitor],-6%,-18,20%,-5%,3%,?,2%,nt,-2%

# These rows are one share of the data; the hit share may differ from the screen's.
